PKA-R2B activ: activators of human PKA-R2B complex | P22694+P31323 | PKA-R2B holoenzyme dissociation, Cy5-IP20 fluorescence polarization; R2B truncated from residue 108, S112A mutant; 0% DMSO only, 100% 113 µM cGMP | activation, % at 11.4 µM | 0.079% of 340,000 active | AID 504700;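 active = activation above a cutoff set at the mean over all compounds plus 3 SD, cut at about 18% in these data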;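 note: higher means more holoenzyme dissociation and a rise in polarization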
Target sequence (P31323 whole entry, looked up, other chains not shown, the tested form may be a part): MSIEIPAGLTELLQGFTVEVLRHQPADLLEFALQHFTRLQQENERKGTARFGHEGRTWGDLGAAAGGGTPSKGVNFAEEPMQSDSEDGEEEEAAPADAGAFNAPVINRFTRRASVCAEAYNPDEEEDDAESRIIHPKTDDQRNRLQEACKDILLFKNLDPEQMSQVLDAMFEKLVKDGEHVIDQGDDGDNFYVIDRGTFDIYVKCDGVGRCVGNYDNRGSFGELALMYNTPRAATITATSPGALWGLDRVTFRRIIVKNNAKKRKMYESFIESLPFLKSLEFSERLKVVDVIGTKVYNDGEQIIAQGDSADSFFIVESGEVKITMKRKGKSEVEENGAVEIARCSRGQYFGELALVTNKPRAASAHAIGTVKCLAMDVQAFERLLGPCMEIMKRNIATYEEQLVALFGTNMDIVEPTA
V-ATPase pHluor: alters yeast V-ATPase proton transport | S. cerevisiae, pHLuorin cytosolic pH fluorescence | response, % at 10 µM | 0.37% of 350,000 active; in the data active = response mostly above about 7.3%, no sharp cut-off; inactive = mostly below about 5.4%; note: actives read high; inactives centre near 0; some compounds called inactive have numbers as strong as hits; reference of the scale not given here
HTR5A ag ctr: activates human HTR5A in OPRM1-OPRD1 agonist counter-screen; activation, % at 9.3 µM; 0.61% of 340,000 active; HTR5A agonist assay, luminescence, cell-based; AID 504692; P47898; in the data active = activation mostly above about 9.5%, no sharp cut-off; inactive = mostly below about 7.6%;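 note: 0% = cells with vehicle only and 100% = reference agonist; strong numbers were not always called active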
Target sequence (P47898 whole entry, looked up): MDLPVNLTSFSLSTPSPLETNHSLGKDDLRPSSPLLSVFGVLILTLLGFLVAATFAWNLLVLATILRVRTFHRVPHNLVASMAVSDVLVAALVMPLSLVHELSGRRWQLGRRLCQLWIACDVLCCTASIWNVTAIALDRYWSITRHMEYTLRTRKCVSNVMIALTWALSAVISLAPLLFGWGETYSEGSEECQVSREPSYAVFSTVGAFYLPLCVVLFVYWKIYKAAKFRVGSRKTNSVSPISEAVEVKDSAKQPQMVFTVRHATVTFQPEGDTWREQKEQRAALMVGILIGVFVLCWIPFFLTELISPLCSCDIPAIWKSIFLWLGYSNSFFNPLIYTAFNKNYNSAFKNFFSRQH
DAGLB inh: blocks human DAGLB lipase activity; inhibition, % at 5.17 µM; 0.059% of 340,000 active; Q8NCG7; HEK293T DAGLB membrane lysate, EnzChek fluorogenic substrate; AID 504411; in the data active = inhibition above about 34%;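 note: 0% = enzyme with vehicle and 100% = wells lacking enzyme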
OPRM1-OPRD1 ag: agonists of human mu-delta opioid receptor heterodimerization; P35372+P41143; cells, OPRM1-OPRD1 heterodimerization, luminescence; activation, % at 9.3 µM; 0.3% of 340,000 active; in the data active = activation above about 18%;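 note: 0% = vehicle-treated cells and 100% = reference agonist; values of inactives mirror those of a sister screen read the other way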
Arrestin-AP2 inh: human beta-arrestin and AP2 interaction inhibition | FITC-arrestin peptide / GST-AP2 beads, flow cytometry; AP2 beta2 appendage carries R879A mutation | inhibition, % at 10 µM | AID 504490 | 0.31% of 340,000 active;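 active = inhibition above a set limit, near 3 SD of compounds lacking own fluorescence, cut at about 54% in these data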;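 note: plate controls were DMSO wells for no effect and 5 µM unlabelled arrestin peptide for full effect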
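System: GST-AP2 R879A glutathione beads | Also added: FITC-arrestin peptide, 50 nM | Times: 12 min plus 1 h, RT | Signal: Bead flow cytometry, FITC channel | Buffer or medium: PBS with 0.05% Tween 20 and 0.1% BSA | Read-out basis: Percent drop in bead-associated FITC signal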
PKA-R1A activ: PKA-R1A complex activation; activation, % at 11.4 µM; P00514+P68181; 0.083% of 340,000 active; PKA-R1A dissociation, Cy5-IP20 fluorescence polarization; scaled: DMSO 0%, 113 µM cGMP 100%;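 active = percent activation above the mean of all tested compounds plus 3 SD, cut at about 19% in these data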;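 note: higher means more PKAc released from R1A so a rise in polarization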
Pemphigus Ab inh: inhibitors of pemphigus antibody binding to human desmoglein-3; P32926; DSG3-coupled beads, scFv-anti-DSG3-GFP binding, flow cytometry; active compounds read low; binding (percent of control), % at 10 µM; 0.48% of 310,000 active; AID 588358;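 active = binding more than 3 SD below its plate's average and above zero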;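 note: hits lower antibody fragment binding to DSG3; some compounds called inactive have numbers as strong as hits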
MOR-DOR inv ag: inverse agonists of human mu-delta opioid receptor heterodimerization | P35372+P41143 | cell-based MOR-DOR heterodimer luminescence, inverse agonism | inhibition, % at 9.3 µM | 0.21% of 340,000 active | AID 504357; in the data active = inhibition above about 22%, passing the limit was not always enough;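 note: 0% = cells with DMSO and 100% = wells without cells with DMSO; values of inactives mirror those of a sister screen read the other way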
HTR5A inv ag: inverse agonist of human HTR5A in OPRM1-OPRD1 counter-screen. P47898. HTR5A cell line, luminescence, inverse agonism. inhibition, % at 9.3 µM. 0.083% of 340,000 active. AID 504634; in the data active = inhibition mostly above about 23%, no sharp cut-off; inactive = mostly below about 18%;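 note: 0% = cells with DMSO and 100% = no-cell wells with DMSO; some compounds called inactive have numbers as strong as hits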
Numbers without * were called inactive; x = no result given.

Start of the data: the first 3 records, to show the layout:
SMILES | PKA-R2B activ | V-ATPase pHluor | HTR5A ag ctr | DAGLB inh | OPRM1-OPRD1 ag | Arrestin-AP2 inh | PKA-R1A activ | Pemphigus Ab inh | MOR-DOR inv ag | HTR5A inv ag
Cc1ccc(C2OC3=C(C(=O)CC(C)(C)C3)C(N)=C2C#N)o1 (configuration not stated) | 1 | 0 | -3 | 0 | -0.3 | 30 | -3 | x | 1 | 7
CC(C)(C)NC(=O)C(=O)NN=C1CCCCCCC1 | 5 | -1 | 3 | -1 | -1.3 | -24 | -13 | 107 | 7 | 13
N#CC(C#N)=Cc1ccc(-c2ccc(S(=O)(=O)N=C(N)N)cc2)o1 | -9 | 1 | -5 | 1 | -1.3 | 6 | 1 | 103 | 6 | -34

All compounds of this part (from the top)
SMILES | PKA-R2B activ | V-ATPase pHluor | HTR5A ag ctr | DAGLB inh | OPRM1-OPRD1 ag | Arrestin-AP2 inh | PKA-R1A activ | Pemphigus Ab inh | MOR-DOR inv ag | HTR5A inv ag
Cc1ccc(C2OC3=C(C(=O)CC(C)(C)C3)C(N)=C2C#N)o1 (configuration not stated) | 1 | 0 | -3 | 0 | -0.3 | 30 | -3 | x | 1 | 7
CC(C)(C)NC(=O)C(=O)NN=C1CCCCCCC1 | 5 | -1 | 3 | -1 | -1.3 | -24 | -13 | 107 | 7 | 13
N#CC(C#N)=Cc1ccc(-c2ccc(S(=O)(=O)N=C(N)N)cc2)o1 | -9 | 1 | -5 | 1 | -1.3 | 6 | 1 | 103 | 6 | -34
CCc1ccc(NC(=O)C(=O)NCc2ccccn2)cc1 | -7 | -3 | -3 | 0 | -1.8 | -21 | 5 | 105 | 9 | -13
Cc1ccc(NC(=O)CC(C)CC2=NS(=O)(=O)c3ccccc3N2)cc1 (configuration not stated) | -7 | -1 | 4 | -3 | -1.0 | 9 | -3 | 102 | 6 | -12
COc1ccc(N2CCN(CCNC(=O)Nc3cc(Cl)ccc3Cl)CC2)cc1 | -9 | 5 | -2 | -4 | 0.2 | 7 | -3 | 102 | -1 | 6
O=C1N(c2ccc3c(c2)OCCO3)C(c2ccccc2)C1(F)F (configuration not stated) | -15 | 0 | -1 | -7 | 1.7 | 10 | -15 | 111 | -8 | 4
CCN(CC)Cc1c(O)ccc2c(=O)c(-c3ccccc3Cl)coc12 | -3 | -2 | -5 | -2 | -2.2 | 3 | -11 | 106 | 11 | 18
O=[N+]([O-])c1ccc(NS(=O)(=O)N2CCOCC2)cc1 | -3 | -4 | 1 | -1 | -5.6 | 34 | -9 | x | 22 | -2
Cc1ccc(C)c(-n2c(CNC(=O)c3ccco3)nnc2SCC(=O)Nc2nnc(C)s2)c1 | -13 | 2 | 0 | 2 | -1.1 | -4 | -1 | 107 | 7 | -34
Cc1cccc(C)c1NC(=S)N(CCN1CCCCCC1)Cc1ccco1 | 0 | -2 | -1 | -1 | 0.4 | -7 | 8 | x | -2 | 2
Cc1cc(C(C)(C)C)cc(S(=O)(=O)NCCO)c1C | 12 | 3 | 3 | 2 | 0.8 | 2 | -2 | 97 | -5 | -8
CCOc1ccc(C(=O)NCc2cccnc2)cc1 | -2 | 0 | -4 | 0 | -2.5 | -1 | 4 | 102 | 15 | -18
CC(C)Oc1ccc(CNC2CCOC(C)(C)C2)cc1 (configuration not stated) | -14 | -2 | 1 | 2 | 1.6 | 2 | 16 | 89 | -9 | -4
CCOc1cc(C2C(C(=O)OC)=C(C)N=C3SC(C)C(=O)N32)ccc1OC(C)=O (configuration not stated) | -4 | 1 | 0 | -4 | -2.1 | -1 | -2 | 100 | 12 | -1
Cc1ccc(NC(=O)COC(=O)c2ccc(NC(=O)CC#N)cc2)cc1S(=O)(=O)N1CCOCC1 | 6 | -7 | -1 | -1 | -3.0 | 35 | -3 | 92 | 16 | 5
COc1ccc(C2CC(=O)N(CC(=O)NCC3CCCO3)c3ccccc3S2)cc1 (configuration not stated) | 8 | 1 | -6 | -3 | -0.3 | 9 | -1 | 107 | 2 | 5
CCCNC(=O)Nc1cc(OCC)c(N2CCOCC2)cc1OCC | -5 | -6 | 2 | 0 | 0.9 | 17 | 0 | 95 | -6 | -6
CCc1cccc(C)c1NC(=O)CSc1nc2ccccc2n1CC(=O)N(C)C | 3 | 1 | x | 1 | x | -14 | -7 | 106 | x | x
CCc1ccc(/C=C/C(=O)c2cc(Br)ccc(=O)c2O)cc1 | -7 | -5 | 17* | 17 | 5.8 | 3 | -15 | 98 | -33 | 5
CCOC(=O)c1ccc(NC(=O)CSC2=NN3CCCC(=O)N=C3S2)cc1 | 2 | 1 | 2 | 0 | -2.6 | -7 | -2 | x | 14 | 3
Cc1nn(Cc2ccccc2)c(C)c1C(=O)N1CCN(CC(=O)Nc2ccccc2Cl)CC1 | -8 | 1 | 2 | -2 | -1.4 | -3 | -8 | x | 6 | -4
Cc1cccc(CSc2nnc(-c3ccccn3)n2N)c1 | 2 | -3 | 2 | -1 | -0.6 | 2 | 1 | 95 | 3 | -7
CCCn1c(N)c(N(CCOC)C(=O)c2ccc(N3CCCC3=O)cc2)c(=O)[nH]c1=O | -16 | -1 | 4 | 3 | -2.8 | -7 | -14 | 108 | 14 | -10
O=C(CN1C(=O)c2ccccc2C1=O)OCC(=O)c1ccc(F)cc1 | 1 | 16 | -11 | 2 | -3.2 | 31 | 3 | 102 | 17 | 27
SMILES | PKA-R2B activ | V-ATPase pHluor | HTR5A ag ctr | DAGLB inh | OPRM1-OPRD1 ag | Arrestin-AP2 inh | PKA-R1A activ | Pemphigus Ab inh | MOR-DOR inv ag | HTR5A inv ag
Cc1ccc2nc(N3C(=O)C(O)=C(C(=O)c4ccco4)C3c3cccc(O)c3)sc2c1 (configuration not stated) | -5 | 4 | 2 | 11 | -3.2 | 1 | -8 | 102 | 17 | -5
Cc1ccccc1-c1cn(-c2ccccc2)c(=S)[nH]1 | -5 | 0 | -3 | 2 | -1.8 | -5 | 4 | 98 | 11 | 1
COc1ccc(CNC(=O)c2cccc(NC3=NC4CS(=O)(=O)CC4S3)c2)cc1 (configuration not stated) | 7 | 19* | 5 | -1 | -2.0 | 1 | -2 | 100 | 11 | 5
C=CCn1c(SCn2nnc3ccccc3c2=O)nc2scc(-c3cccs3)c2c1=O | 4 | 1 | -1 | 0 | -1.8 | 17 | -1 | 99 | 10 | 5
CCc1nnc(NC(=O)CSc2nc3ccc(OC)cc3[nH]2)s1 | -13 | -3 | -1 | -2 | 0.3 | -9 | -3 | 109 | -2 | 4
O=C(Cn1nnc(-c2ccccc2)n1)NCc1ccccc1 | 10 | -2 | 0 | 4 | -2.0 | -6 | 2 | 119 | 9 | 3
CC12CCC(C(=O)NCC3CCCO3)(OC1=O)C2(C)C (configuration not stated) | -6 | 1 | -2 | -2 | -1.5 | 16 | -17 | 95 | 7 | 14
CC(C)N1CC2=C(C1=O)C(c1ccc(O)cc1)NC(=O)N2C (configuration not stated) | 9 | -3 | -5 | 1 | -1.6 | -6 | 10 | 102 | 8 | 12
O=C(CNC(=O)c1ccc(F)cc1)N/N=C/c1ccc(O)c([N+](=O)[O-])c1 | -5 | 0 | -4 | 3 | 0.1 | -2 | 5 | x | -1 | 15
Cc1ccc2c(c1)N(C(=O)CCC(=O)NCc1cccc(Cl)c1)CC(C)O2 (configuration not stated) | -6 | -2 | 1 | -2 | -0.2 | 3 | -4 | 98 | 1 | -3
CCCn1nnc(NC(=O)c2cccc(OCc3ccccc3)c2)n1 | 3 | 6 | 3 | -3 | -0.4 | 0 | -4 | 93 | 2 | 18
CNC(=O)CN(Cc1ccccc1)S(=O)(=O)c1ccccc1 | -11 | 2 | -1 | 0 | -1.8 | 3 | 8 | 98 | 10 | -46
Cc1cc(F)ccc1NC(=O)c1cc(S(=O)(=O)N2CCCC2)cn1C | 8 | -1 | 5 | -1 | -1.6 | 0 | -4 | 92 | 10 | -16
CCCCC(C(=O)NC(C)(C)C)N(Cc1ccco1)C(=O)c1snc(C(N)=O)c1N (configuration not stated) | -2 | -5 | 1 | -1 | -0.9 | 26 | 1 | 95 | 6 | -11
CCOC(=O)N1CCC(NC(=O)C2CCN(c3ccc(N4CCOCC4)nn3)CC2)CC1 | -18 | -1 | 3 | 2 | -1.5 | -5 | -6 | 98 | 8 | -16
COc1ccc2c(=O)c(-c3nc(C)cs3)coc2c1 | -7 | -2 | 3 | -13 | 0.4 | 19 | -8 | 111 | -2 | -22
O=C(Nc1nc2ccccc2s1)c1ccc2c(c1)OCO2 | -14 | -1 | 1 | -8 | 1.9 | -8 | -3 | 134 | -11 | -22
CC1=CC(C)(C)N(C(=O)c2ccccc2)c2ccccc21 | 3 | -1 | 0 | -9 | 7.7 | -7 | -4 | 98 | -39 | -4
COc1cc2c(cc1OC)CN(C(=O)CCOc1ccccc1C)CC2 | 6 | 3 | -5 | -1 | -1.2 | -11 | 0 | x | 8 | -22
CC(C)CCNC(=O)CN(C(=O)CCC(=O)Nc1ccccn1)c1ccc2c(c1)OCO2 | 1 | -1 | 3 | -3 | -0.1 | 8 | -4 | 110 | 1 | 1
COc1ccc(CC(=O)OCC(=O)Nc2ccc3c(c2)OCCO3)cc1OC | 0 | 4 | -2 | 0 | -1.9 | -8 | 0 | 100 | 12 | 6
O=c1ccc(-c2ccc(S(=O)(=O)Nc3ccc(F)cc3)o2)n[nH]1 | -2 | 0 | 0 | 1 | 1.3 | -9 | 0 | 100 | -7 | -1
CCCCN(C(=O)CCC(=O)Nc1cc(C)on1)C(C(=O)NC1CCCC1)c1cccc(OC)c1 (configuration not stated) | 11 | -7 | 7 | -1 | 0.1 | -9 | 3 | 113 | -1 | -21
COc1ccc(NS(=O)(=O)c2csc(C(N)=O)c2)cc1 | 14 | 4 | -1 | -3 | -1.2 | -6 | 3 | 109 | 6 | 4
COc1ccc(-c2cc(C(=O)NC3CCCC3)c3ccccc3n2)cc1OC | 4 | -1 | 2 | -3 | -4.5 | 35 | -3 | 112 | 24 | 11
SMILES | PKA-R2B activ | V-ATPase pHluor | HTR5A ag ctr | DAGLB inh | OPRM1-OPRD1 ag | Arrestin-AP2 inh | PKA-R1A activ | Pemphigus Ab inh | MOR-DOR inv ag | HTR5A inv ag
CCN(CCn1cccn1)C(=O)CC1C(=O)NCCN1Cc1ccc(F)cc1 (configuration not stated) | -4 | 2 | 1 | -1 | -2.9 | -10 | -2 | 100 | 15 | -2
CC(=O)c1ccc(N(C(=O)CNC(=O)c2ccco2)C(C(=O)NC2CCCC2)c2cccnc2)cc1 (configuration not stated) | -3 | 2 | -4 | 0 | -2.1 | -3 | 7 | 99 | 13 | -34
COc1ccc(N(CC(=O)Nc2ccccc2F)S(=O)(=O)c2ccc(OC)c(OC)c2)cc1 | -7 | -5 | -5 | -4 | -2.7 | 9 | 2 | 97 | 14 | 10
Fc1ccc2c(c1)Sc1ccc(Cl)cc1CC2N1CCN(CCC2OCCO2)CC1 (configuration not stated) | 10 | 3 | -1 | 0 | 6.2 | 43 | -13 | 107 | -31 | -16
CCCc1cc(=O)n2[nH]c(-c3ccc(OC)cc3)nc2n1 | 0 | 1 | 2 | 1 | -1.3 | 8 | -5 | 120 | 7 | -4
Cc1ccc(CS(=O)(=O)Cc2ccc(C(=O)NCc3ccco3)o2)cc1 | -9 | -4 | -1 | 0 | -2.0 | 13 | -7 | 99 | 11 | 1
